MsrA act = bovine MsrA enzyme activators, primary screen, biochemical, absorbance, HTS; activation, % at 10.6 µM; purified bovine MsrA, absorbance read-out; Methionine sulfoxide reductase A (Bos taurus); AID 602163, 2012; 360,000 tested, 0.3% active; in the data active means activation above about 7.5%;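 further: 0% = vehicle and 100% = reference activator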
Rin1-Abl PPI inh = inhibitors of Rin1-Abl protein binding, primary screen, biochemical, TR-FRET; Tyrosine-protein kinase ABL1 (Homo sapiens) + Ras and Rab interactor 1 (Homo sapiens), …; inhibition, % at 7.35 µM; 360,000 tested, 0.4% active; in the data active means inhibition above about 5%, passing the limit was not always enough
FAS TE block = FAS thioesterase domain inhibitors, primary screen, biochemical, fluorescence intensity, uHTS; Fatty acid synthase (Homo sapiens), P49327; recombinant FAS-TE, OMFH fluorogenic substrate, fluorescence endpoint; inhibition, % at 15 µM; 360,000 tested, 0.67% active; AID 602261, 2012;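 active means compounds whose normalised, plate-corrected inhibition of enzyme fluorescence in the single-dose primary screen is 50% or more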;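 further: 0% = DMSO with enzyme and 100% = substrate without enzyme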
E coli Lon inh = inhibitors of E. coli Lon protease, primary screen, biochemical, fluorescence polarization; P0A9M0; purified E. coli Lon protease; inhibition, % at 7.94 µM; 360,000 tested, 0.42% active; AID 602123, 2011; in the data active means inhibition above about 13%, passing the limit was not always enough;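 further: 0% = enzyme with probe and DMSO and 100% = no enzyme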
Target sequence (P0A9M0 whole entry, looked up): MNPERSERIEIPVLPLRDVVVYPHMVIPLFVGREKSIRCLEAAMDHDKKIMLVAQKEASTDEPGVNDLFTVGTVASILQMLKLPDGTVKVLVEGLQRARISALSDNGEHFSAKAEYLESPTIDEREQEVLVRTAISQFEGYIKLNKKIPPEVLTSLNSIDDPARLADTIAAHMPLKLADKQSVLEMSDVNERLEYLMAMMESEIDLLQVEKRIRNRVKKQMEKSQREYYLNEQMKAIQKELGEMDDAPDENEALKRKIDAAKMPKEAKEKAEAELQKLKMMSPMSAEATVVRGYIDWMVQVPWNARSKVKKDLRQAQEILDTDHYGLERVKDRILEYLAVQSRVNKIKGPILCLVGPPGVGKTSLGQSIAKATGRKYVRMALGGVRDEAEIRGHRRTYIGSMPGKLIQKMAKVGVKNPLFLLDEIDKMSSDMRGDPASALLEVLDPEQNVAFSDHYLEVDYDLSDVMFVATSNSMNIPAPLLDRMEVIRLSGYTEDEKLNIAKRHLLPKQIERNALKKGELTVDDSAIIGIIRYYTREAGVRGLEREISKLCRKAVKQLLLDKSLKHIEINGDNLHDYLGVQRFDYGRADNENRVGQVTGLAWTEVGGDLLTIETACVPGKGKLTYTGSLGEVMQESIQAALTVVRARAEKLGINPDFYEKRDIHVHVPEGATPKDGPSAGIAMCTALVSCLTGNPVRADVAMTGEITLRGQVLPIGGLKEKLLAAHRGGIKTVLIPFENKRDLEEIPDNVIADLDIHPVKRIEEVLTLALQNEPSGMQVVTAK
Neddylation inh = inhibitors of cullin neddylation, primary screen, biochemical, TR-FRET, uHTS, NAE and Ubc12; AID 651699, 2012; 360,000 tested, 0.58% active; calls only at 25 µM; NEDD8-conjugating enzyme Ubc12 (Homo sapiens) + NEDD8-activating enzyme E1 regulatory …; in the data active means inhibition above about 36%
CendR NRP1 mod = modulators of CendR peptide binding to NRP-1, primary screen, biochemical, fluorescence polarization, uHTS; Neuropilin-1 (Homo sapiens), O14786; inhibition, % at 25 µM; FAM-RPARPAR peptide binding to NRP-1; 360,000 tested, 0.85% active;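 active means inhibition or corrected inhibition above about 18%, plus a signal ratio from 0.5 to 1.5, limit read from the data, passing the limit was not always enough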; further: strong numbers were not always called active
SKN-1 block = suppressors of acrylamide-induced Pgst-4::GFP reporter in worms, primary screen, SKN-1 inhibitor project, whole organism, uHTS, GFP/RFP fluorescence ratio, strain VP596; C. elegans VP596 Pgst-4::GFP/RFP ratio, 24 h; inhibition, % at 21.8 µM; 360,000 tested, 0.49% active;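 active means interference check ratio from 0.5 to 1.5 plus GFP to RFP signal ratio inhibition reaching or exceeding a fixed threshold, cut at about 30% in these data, passing the limit was not always enough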; further: some compounds called inactive have numbers as strong as hits
MsrA inhibitor = bovine MsrA enzyme inhibitors, primary screen, biochemical, absorbance, HTS; AID 651718, 2012; 360,000 tested, 0.75% active; Methionine sulfoxide reductase A (Bos taurus); purified bovine MsrA, absorbance read-out; inhibition, % at 15.5 µM; in the data active means inhibition above about 4.5%;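 further: 0% = vehicle wells with enzyme and 100% = reference inhibitor wells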
MT1-MMP act inh = blockers of MT1-MMP proenzyme processing, primary screen, HT1080 RFP-PRO-GFP cells, GFP/RFP fluorescence; GFP/RFP ratio fluorescence, overnight; percent of plate control window, DMSO zero; GFP/RFP ratio change, % at 20 µM; 360,000 tested, 0.061% active;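 active means GFP/RFP ratio change of at least 30% with cell ATP level not reduced by more than half and red fluorescence within 50% of control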; further: strong numbers were not always called active
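Assay system: HT1080 cells carrying an RFP-PRO-GFP reporter | Dosing: Single dose of 20 µM compound, 1% DMSO final | Incubation: Cells overnight before dosing, compound overnight, 37 °C, 5% CO2 | Evaluation: GFP/RFP fluorescence ratio | Control set: DMSO and RFP-L50D-GFP cell wells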
The depositor's hits bear a star; i = inactive; · = no result given.

Fields: MsrA act	Rin1-Abl PPI inh	FAS TE block	E coli Lon inh	Neddylation inh	CendR NRP1 mod	SKN-1 block	MsrA inhibitor	MT1-MMP act inh
1: O=C(CCNC(=O)c1ccccc1Cl)Nc1nc(-c2ccccc2Cl)cs1
  -5	-4	10	12	i	-5	5	0.0	-5
2: O=C(NCc1ccc2c(c1)OCO2)c1cc(-c2ccccn2)nc2ccccc12
  -4	-5	10	4	i	6	0	1.7	1
3: CCN(CC)CCCNC(=O)C1c2cc(OC)c(OC)cc2C(=O)N(C)C1c1cccnc1 (stereo not drawn)
  -2	0	-5	7	i	-1	4	-0.2	2
4: Cc1ccccc1NC(=O)c1cc([N+](=O)[O-])ccc1NCCN1C(=O)CCC1=O
  -3	-3	3	1	i	0	19	1.1	0
5: Cc1cc(NC(=O)COc2ccc3c(C)c(C)c(=O)oc3c2)no1
  -3	0	-7	-2	·	-16	6	0.1	-1
6: COc1ccc(Nc2cc(C)nc(N3CCOCC3)n2)cc1
  -9	1	-7	-3	i	11	1	-0.4	4
7: COc1ccccc1-n1c(-c2ccc(Cl)cc2)c[nH]c1=S
  1	7.5*	-7	-7	i	5	-7	1.9	-2
8: O=C(CCC(=O)c1cccs1)NNC(=O)c1ccccc1O
  -3	2	-4	-8	i	-21	14	0.1	-2
9: Cc1cc(C)cc(NC(=S)/C(=C(\[O-])c2ccc(Cl)cc2Cl)[n+]2ccc(C(C)(C)C)cc2)c1
  -5	-1	1	0	i	-10	7	0.7	-3
10: CCN(CC(=O)NCc1ccc(Cl)cc1)C(=O)c1c(C)noc1C
  1	1	-4	-8	i	2	5	-0.4	-2
11: CC(C)(C)OC(=O)NCCc1nnc(SCC(=O)Nc2ccc(Br)cc2)o1
  -2	0	11	5	i	24	-2	1.2	4
12: Nc1ccccc1C#CCCCCO
  -4	2	-12	-5	i	1	-2	-0.2	-1
13: Cc1ccc(S(=O)(=O)N2CCCC2CNC(=O)C(=O)NCCN2CCOCC2)cc1 (stereo not drawn)
  -4	0	-2	5	i	-5	13	-0.4	1
14: CSc1ncccc1C(=O)OCC(=O)c1ccc2c(c1)NC(=O)CO2
  -2	1	-2	-1	i	2	1	0.4	1
15: Cc1csc(NC(=O)CSc2nc3nc(C)cc(C)n3n2)n1
  -13	3	-6	-4	i	0	-8	0.5	-8
16: Cn1c(OCc2cccnc2)nc2c1c(=O)n(Cc1ccc(F)cc1)c(=O)n2C
  -3	-1	6	-6	i	6	17	-1.6	-1
17: COc1ccc(NC(=O)Cn2nnc(C(=O)NCc3ccc(C)cc3)c2N)cc1Cl
  -2	-2	-8	-4	i	-8	1	1.4	3
18: COc1ccc(C2c3c(-c4cc(Cl)c(C)cc4O)n[nH]c3C(=O)N2Cc2cccnc2)cc1OC (stereo not drawn)
  2	3	-61	3	i	1	10	0.5	1
19: COc1cc(OC)c(/C=N/NC(=O)Cn2nc([N+](=O)[O-])cc2C)c(OC)c1
  -2	1	-1	-1	i	3	26	1.3	3
20: COc1cccc(-c2ncc3ccccc3c2COC(=O)c2ccc(Br)cc2)c1
  -1	4	24	1	i	-4	16	1.0	0
21: CCOC(=O)/C(=C\c1cccc(O)c1)c1nc2sc(C)c(C)c2c(=O)[nH]1
  -3	-1	-3	5	i	-2	25	2.3	-7
22: COc1cccc(NC(=S)NCc2ccccn2)c1
  -1	-2	-9	-21	i	-1	4	-0.1	0
23: Fc1ccc(-c2nnn(Cc3nc4ccccc4s3)n2)cc1
  -8	-2	20	-3	i	-6	37*	0.4	1
24: CC(C)(C)NC(=O)COC(=O)c1ccccc1Oc1ccccc1
  -2	-4	2	4	i	-1	-1	0.8	2
25: COC(=O)c1ccc(CNC(=O)CNc2cc(C(F)(F)F)ccc2N2CCOCC2)cc1
  2	1	-2	5	i	3	-10	-0.4	-2
26: CC(C)N(Cc1nccn1C)C(=O)CCc1nnc(CCCc2ccccc2)o1
  -3	-3	-5	-8	i	6	-1	-0.6	-2
27: CCOC(=O)c1oc2ccccc2c1CN1CCN(C)CC1
  0	-4	-9	4	i	19	35	-0.5	4
28: COc1cc(/C=C(\C#N)C(=O)NCC2CCCO2)ccc1OC(=O)c1ccco1 (stereo not drawn)
  -3	-1	4	1	i	-8	2	0.8	1
29: Cc1ccc(-n2ncc3c(=O)n(CC(=O)N4CCN(c5ccccc5)CC4)cnc32)cc1C
  -3	-2	0	4	i	-6	9	-0.6	-1
30: Cc1cccc(OCC(=O)Nc2ccc3c(c2)nc2n3CCOC2)c1
  -5	-3	-4	-3	i	16	-1	-0.3	3
31: Cc1cc(C)n2nc(SC(C)C(=O)N(C)c3ccccc3)nc2n1 (stereo not drawn)
  -2	2	-11	-9	i	11	7	-0.8	-3
32: O=C(Nc1ccc2c(c1)OCCO2)C1CCCN(S(=O)(=O)c2cnc[nH]2)C1 (stereo not drawn)
  1	-5	-4	-3	i	2	19	-0.6	-10
33: CC(C)(C)C(=O)NCc1ccc(C(=O)CSc2nnc(-c3ccncc3)n2C2CC2)s1
  -7	0	-8	-8	i	-1	-20	0.3	1
34: CC(=O)Nc1cc(C(=O)N2CCc3ccccc3C2)ccc1Sc1ccc(C)cc1
  -6	-1	12	-13	i	-3	-2	-0.7	4
35: CCOc1ccc(C(=O)N2CCCC2C(=O)O)cc1 (stereo not drawn)
  -1	5	-2	-4	i	3	1	-0.7	2
36: CCOC(=O)COc1ccc(S(=O)(=O)Nc2cccc(SC)c2)cc1
  1	3	7	-8	i	2	2	-1.4	1
37: Cc1ccccc1-c1cc(=O)c2ccccc2o1
  0	2	-3	3	i	-3	4	1.1	0
38: CCCn1cnc2c(sc3nc4c(cc32)CSC(C)(C)C4)c1=O
  -1	6	4	-11	i	-6	18	1.6	3
39: Cc1nn(C(=O)c2ccccc2)c2c1C(=O)CC(C)(C)C2
  -9	-1	-5	-6	i	-8	14	-0.3	3
40: CS(=O)(=O)CCC(C(=O)Nc1ccc2c(c1)OCO2)N1Cc2ccccc2C1=O (stereo not drawn)
  2	-1	-1	-3	i	4	-5	1.5	-2
41: CC(=O)Nc1cc(C(=O)NCc2ccco2)ccc1Sc1ccc(F)cc1
  0	0	-6	9	i	7	4	-0.1	-2
42: CCOC(=O)N1CCN(Cc2ccc3ccccc3c2)CC1
  -4	0	4	-4	i	-2	21	-0.6	5
43: CCCOC(=O)C(=O)NNc1ccccc1
  0	-2	-14	-8	i	-4	2	-0.6	0
44: Cc1nn(C)c(C)c1S(=O)(=O)N1CCCC(C(=O)N2CCN(c3ccc(Cl)cc3)CC2)C1 (stereo not drawn)
  -4	-5	-1	3	i	-10	-3	-0.5	-9
45: Cc1cc(NC(=O)CSc2cn(CC(=O)N(C(C)C)C(C)C)c3ccccc23)no1
  -1	2	-2	18	i	-2	6	0.0	0
46: COc1ccc(OC)c(NC(=S)Nc2ccccc2)c1
  2	2	-6	-2	i	17	2	-0.7	0
47: Cc1ccc(OC(C)C(=O)OCC(=O)Nc2sccc2C(N)=O)cc1 (stereo not drawn)
  -2	-1	3	0	i	-1	16	-0.1	0
48: O=C(O)Cn1c2ccccc2c2ccccc21
  -5	2	-2	-6	i	0	11	0.2	-2
49: COc1ccccc1CNC(=O)COC(=O)c1ccc(S(=O)(=O)N2CCCCC2)cc1
  -2	0	-7	-2	i	-2	2	0.0	3
50: O=C(COc1ccc2ccc(=O)oc2c1)c1ccccc1
  -3	-3	16	7	i	-5	4	0.9	-3

More records follow.
Fields: MsrA act	Rin1-Abl PPI inh	FAS TE block	E coli Lon inh	Neddylation inh	CendR NRP1 mod	SKN-1 block	MsrA inhibitor	MT1-MMP act inh
51: O=C(N/N=C/c1c(F)c(F)c(F)c(F)c1F)c1cccc(S(=O)(=O)N2CCOCC2)c1
  -2	-1	7	-10	i	12	10	0.5	-1
52: CCOc1ccc(CCNS(=O)(=O)c2ccc3c(c2)oc(=O)n3C)cc1OCC
  1	2	-6	2	i	4	3	0.5	2
53: CSc1n[nH]c(NCc2ccc(Cl)cc2)n1
  -2	1	-10	-1	i	2	-5	-0.7	0
54: N#Cc1cccc(NC(=O)C2CCCN(C(=O)c3ccc(Cl)cc3)C2)c1 (stereo not drawn)
  -2	3	7	-13	i	-6	9	-1.2	-1
55: O=C(c1cc(Sc2ccc(Cl)cc2)nc2ccccc12)N1CCN(c2ccccn2)CC1
  -3	-7	35	-6	i	6	3	-0.5	-7
56: Cc1cc(C)c2nc(N3CCCN(C(=O)c4ccco4)CC3)c(C#N)cc2c1
  1	-11	-12	-14	i	-60	6	-0.2	-25
57: Cc1cc(C(=O)COC(=O)COc2ccccc2C#N)c(C)n1CC1CCCO1 (stereo not drawn)
  -2	-1	4	-3	i	8	-8	-0.5	1
58: CCOCCCNC(=O)Cn1cnc2c(cnn2-c2ccc(F)cc2)c1=O
  -1	3	-6	0	i	-4	-2	-0.6	-1
59: CCC/C(=C1/c2ccccc2C(=O)N1c1ccccc1)c1ccc2c(c1)OCO2
  -2	1	31	-7	i	-5	19	1.1	0
60: Cc1ccc(NC(=O)CCC(=O)c2cccs2)c(Br)c1
  -1	4	-4	-4	i	6	0	-1.1	-3
61: CCOc1ccc(NC(=O)CN(C)C2=NS(=O)(=O)c3ccccc32)cc1
  2	-4	-9	-2	i	-12	11	-0.8	5
62: O=C(Oc1ccc2c(c1)OCO2)c1ccc(F)cc1Cl
  0	-2	15	0	i	1	-18	0.7	-4
63: COC(=O)c1ccc(Cn2nc(C)c(Cl)c2C)o1
  -3	0	-6	-2	·	8	-7	-0.4	-2
64: CCOCCCNC(=O)CCS(=O)(=O)Cc1ccc(C)cc1
  2	1	-4	-9	i	3	5	0.2	1
65: CSCCC(NC(N)=O)C(=O)Nc1ccc(F)c(Cl)c1 (stereo not drawn)
  -7	-2	5	1	i	-9	4	0.0	2
66: CC(Sc1ccccc1)C(=O)NCC(c1ccco1)N1CCCCC1 (stereo not drawn)
  0	0	-3	10	i	1	-1	-0.2	-7
67: COCCn1c(C)c(C)c2c(NCCc3ccccc3)ncnc21
  0	3	0	-7	i	12	5	0.7	-8
68: CSc1nc(N)c(C#N)c(-c2ccc(Cl)cc2)c1C#N
  -12	1	34	-9	i	2	-18	0.3	3
69: O=C(CSc1n[nH]c(-c2ccccc2)n1)Nc1ccccc1O
  -6	0	0	-5	i	-1	3	1.6	1
70: CC1=C(C(=O)N(C)C)CC(CC(=O)NC2CCCCC2)C(=O)N1CCCN1CCCC1=O (stereo not drawn)
  -8	-2	-5	-3	i	9	-7	0.3	1
71: CCN(C[C@H]1N[C@@](Cc2ccccc2)(C(=O)OC)[C@H]2C(=O)N(C)C(=O)[C@@H]12)S(=O)(=O)c1ccccc1
  -7	-1	3	-9	i	-7	-8	0.1	-1
72: COc1ccc2c(C(=O)CN3CCC(C)CC3)c[nH]c2c1
  1	-8	-8	-10	i	2	-1	1.1	0

An excerpt from above in order of the CendR NRP1 mod value, highest first.
nr	Compound	MsrA act	Rin1-Abl PPI inh	E coli Lon inh	Neddylation inh	CendR NRP1 mod	SKN-1 block	MsrA inhibitor	MT1-MMP act inh
67	COCCn1c(C)c(C)c2c(NCCc3ccccc3)ncnc21	0	3	-7	i	12	5	0.7	-8
72	COc1ccc2c(C(=O)CN3CCC(C)CC3)c[nH]c2c1	1	-8	-10	i	2	-1	1.1	0
61	CCOc1ccc(NC(=O)CN(C)C2=NS(=O)(=O)c3ccccc32)cc1	2	-4	-2	i	-12	11	-0.8	5

Source: PubChem BioAssay (several laboratories)
